EP2 modulator: EP2 receptor modulators, cAMP readout, primary screen, cell-based, HTRF cAMP, PGE2 stimulation; Prostaglandin E2 receptor EP2 subtype (Homo sapiens), P43116; EP2-expressing cells, cAMP HTRF FRET, PGE2 co-stimulation; induction, % at 25 µM; 260,000 tested, 0.83% active; AID 940, 2007;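 active means compounds whose cAMP rise, as percent of the full-agonist control response, exceeds 60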;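 further: rat C6 glioma line stably carrying human EP2 under a CMV promoter; the protocol text gives 20 µM as final concentration; 100% = response of wells given 1 µM PGE2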
EP2 antag: human EP2 receptor antagonists, primary screen, TR-FRET cAMP, C6 glioma cells; Prostaglandin E2 receptor EP2 subtype (Homo sapiens), P43116; C6 glioma cells expressing human EP2; cells stimulated with saturating PGE2; inhibition, % at 25 µM; 260,000 tested, 0.52% active;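 active means percent inhibition above 40 after rounding to a whole number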;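 further: rat C6 glioma host cells with rolipram phosphodiesterase inhibitor present; the protocol text gives 20 µM as final concentration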
PPC-1+TRAIL kill: compounds killing PPC-1 cancer cells with TRAIL present, primary screen, TRAIL potentiator project, ATPLite luminescence, uHTS. cell killing (% activity), % at 4 µM. PPC-1 cells + TRAIL, ATPLite viability luminescence. 220,000 tested, 0.41% active;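 active means cell killing above 50% in the first pass at 4 µM, then a duplicate retest at 5 µM averaging 50% or more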;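 further: plate controls were cells with TRAIL plus DMSO for no effect and medium-only wells lacking cells for full effect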
NPY-Y1 antag: NPY-Y1 receptor antagonists, primary screen, cell-based; Neuropeptide Y receptor type 1 (Homo sapiens), P25929; HEK293-CNG Y1 cells, membrane potential fluorescence; NPY at EC95, then isoproterenol; inhibition, % at 3.6 µM; 200,000 tested, 1% active; AID 1040, 2008;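 active means inhibition above the campaign mean inhibition of all tested compounds plus 3 SD, cut at about 20% in these data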;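 further: 0% = DMSO wells given NPY plus isoproterenol and 100% = isoproterenol alone without NPY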
Target sequence (P25929 whole entry, looked up): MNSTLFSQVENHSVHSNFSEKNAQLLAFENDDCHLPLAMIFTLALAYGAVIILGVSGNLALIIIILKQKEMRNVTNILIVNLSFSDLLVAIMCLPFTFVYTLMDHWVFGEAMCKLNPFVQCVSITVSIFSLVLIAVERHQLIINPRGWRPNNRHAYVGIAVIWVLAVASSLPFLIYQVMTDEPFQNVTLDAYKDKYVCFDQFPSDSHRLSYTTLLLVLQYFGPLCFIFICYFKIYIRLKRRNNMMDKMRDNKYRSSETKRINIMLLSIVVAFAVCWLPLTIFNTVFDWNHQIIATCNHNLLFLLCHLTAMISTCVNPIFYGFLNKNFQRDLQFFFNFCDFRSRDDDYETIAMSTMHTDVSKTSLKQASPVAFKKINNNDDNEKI
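material = HEK293 cells with Y1 receptor plus CNG channel | also added = NPY 25 nM then isoproterenol 1 µM plus Ro 20-1724 25 µM | schedule = dye 3 h, compound 60 min room temperature, stimulation 45 min | measured by = membrane potential fluorescence | benchmarks = high control isoproterenol alone, low control NPY with isoproterenol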
TRPML3 ag: human TRPML3 channel agonists, primary screen, cell-based, HEK293 TRPML3-YFP, Fluo-8 calcium fluorescence, 3 µM; Mucolipin-3 (Homo sapiens), Q8TDD5; 100% = the carbachol control signal; activation, % at 3 µM; 220,000 tested, 0.29% active; AID 1448, 2008;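 active means activation above its plate's cutoff, the mean activation of the plate's test wells plus 3 SD, cut at about 12% in these data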;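 further: 0% = DMSO only wells and 100% = carbachol wells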
Target sequence (Q8TDD5 whole entry, looked up): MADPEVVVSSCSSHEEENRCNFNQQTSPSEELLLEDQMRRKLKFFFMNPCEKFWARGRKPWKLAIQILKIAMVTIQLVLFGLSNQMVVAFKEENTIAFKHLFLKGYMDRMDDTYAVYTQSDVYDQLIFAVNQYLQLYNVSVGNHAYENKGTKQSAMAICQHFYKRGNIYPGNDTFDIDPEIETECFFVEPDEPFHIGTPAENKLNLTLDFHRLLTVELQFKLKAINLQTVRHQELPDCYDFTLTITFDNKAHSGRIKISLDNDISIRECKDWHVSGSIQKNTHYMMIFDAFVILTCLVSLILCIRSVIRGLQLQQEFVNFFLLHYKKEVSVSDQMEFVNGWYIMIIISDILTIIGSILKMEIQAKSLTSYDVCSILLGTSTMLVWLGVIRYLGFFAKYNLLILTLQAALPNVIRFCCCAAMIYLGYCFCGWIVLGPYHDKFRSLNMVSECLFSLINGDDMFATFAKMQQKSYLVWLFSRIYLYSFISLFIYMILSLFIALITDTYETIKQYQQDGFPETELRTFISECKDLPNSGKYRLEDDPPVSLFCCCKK
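system = HEK293 cells stably carrying human TRPML3-YFP | doses = one concentration, 3 µM nominal, 0.3% DMSO | timing = dye loading 1 h 37 °C then 30 min ambient, 125 s read | detection = Fluo-8 calcium dye fluorescence, ex 470-495, em 515-575 nm | benchmarks = high control carbachol 87 µM, low control DMSO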
CHOP inh: inhibitors of CHOP promoter induction, primary screen, cell-based, unfolded protein response, luciferase reporter; inhibition, % at 10 µM; 220,000 tested, 3.8% active; AID 2732, 2010; CHO-K1 CHOP-promoter luciferase, tunicamycin-induced, 15-18 h;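 active means compounds that reduced the stress-induced luciferase reporter signal by more than about 70% of percent inhibition, limit read from the data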;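 further: 0% = tunicamycin plus vehicle and 100% = wells without tunicamycin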
TRPN1 ag: zebrafish TRPN1 channel agonists, primary screen, cell-based, HEK293, calcium fluorescence. activation, % at 3 µM. 220,000 tested, 0.18% active. transient receptor potential cation channel N1 (TRPN1/NompC), Danio rerio. HEK293 zebrafish TRPN1-YFP, Fluo-8 calcium fluorescence; 100% = response to 87 µM carbachol;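 active means activation above its plate's cutoff, the mean activation of test wells on that plate plus 3 SD, cut at about 19% in these data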;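 further: 0% = DMSO alone and 100% = 87 µM carbachol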
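Material: zebrafish TRPN1-YFP in HEK293 cells. Doses: one dose of 3 µM, 0.3% DMSO. Incubation: dye 1 h 37 °C plus 30 min RT. Measured by: intracellular calcium fluorescence with Fluo-8.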
14-3-3 Bad inh: inhibitors of 14-3-3 zeta/Bad binding, primary screen, biochemical, TR-FRET, bovine 14-3-3 zeta. TR-FRET 14-3-3zeta/Dy647-pBad peptide displacement, 1 h. inhibition, % at 21.7 µM. AID 781, 2007. 220,000 tested, 0.71% active. 14-3-3 protein zeta/delta (Bos taurus), P63103;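 active means inhibition above about 70%, limit read from the data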;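 further: 0% = full 14-3-3 plus peptide FRET controls and 100% = background without 14-3-3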
NPY1 pot ag: NPY-Y1 receptor potentiators or agonists, primary screen, cell-based; 220,000 tested, 0.37% active; AID 1304, 2008; NPY-Y1 expressing cells, potentiator/agonist activation; activation, % at 3.6 µM; in the data active means activation above about 33%, passing the limit was not always enough;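 further: cells stimulated with NPY at EC10 then isoproterenol at EC100; 0% = low agonist plus stimulus and 100% = saturating agonist plus stimulus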
* hit, by the source's call; . = not tested or not shown; [ ] = another dose, or the depositor's remark. The list is partial. The share of hits here may be higher or lower than overall.

SMILES	EP2 modulator	EP2 antag	PPC-1+TRAIL kill	NPY-Y1 antag	TRPML3 ag	CHOP inh	TRPN1 ag	14-3-3 Bad inh	NPY1 pot ag
Cn1c(=O)c(C=Nc2ccccc2)c(O)c2ccccc21	3	14	20	.	0.5	23	-1.2	1	-1
C=CCOc1c(CNn2nnnc2N)cccc1OC	14	-1	18	6	0.9	17	0.2	-1	-3
CN(C)c1ccc(/C=C/C#N)cc1	6	7	5	.	0.4	5	-0.7	2	-3
Cc1cccc(C(=O)Nc2sc(-c3ccccc3)cc2C(=O)O)c1	6	0	18	.	-0.4	-42	-1.1	4	23
CCCc1[nH]nc2c1C(c1ccc(OC(=O)c3ccco3)cc1)C(C#N)=C(N)O2 (configuration not stated)	-35	4	-18	-3	0.0	21	1.4	9	-4
COc1cc2c(cc1OC)C(C(=O)N1CCCC1)C(c1ccccc1F)N(C)C2=O (configuration not stated)	4	15	11	1	0.3	23	0.4	-6	5
CCn1cc(CN2CCN(Cc3ccc(OC)c(C)c3C)C(CCO)C2)c(C)n1 (configuration not stated)	-13	7	-8	3	0.3	-18	-0.1	-9	4
NC(=O)c1ccsc1NC(=O)c1cc(=O)c2ccccc2o1	3	12	17	4	0.7	-27	2.4	4	-7
Cc1ccc(-n2cnnn2)cc1Cl	-8	13	-18	3	0.7	3	-0.4	-5	-7
COc1cccc(-c2noc(CCCC(=O)N3CCOCC3)n2)c1	14	5	10	0	1.3	19	2.9	-10	6
N/C(Cc1ccc([N+](=O)[O-])cc1)=N\OC(=O)COc1ccccc1Cl	2	2	0	6	-0.6	12	-1.1	-7	-26
CCOc1ccc(OCC(=O)Nc2ccc(OC)cc2)cc1	-15	11	10	2	-0.5	24	-0.3	-8	2
COc1ccc(-n2nnc3c(=O)n(Cc4ccccc4C)cnc32)cc1	25	9	2	6	0.1	-8	1.9	1	-9
COc1ccc(OC)c(NC(=O)COC(=O)Cc2ccc(-c3ccccc3)cc2)c1	-8	5	22	6	-0.1	32	0.7	11[fluorescence artefact?]	-26
Cc1ccc(C)c(S(=O)(=O)Nc2ccc(O)c(C(=O)O)c2)c1	16	6	21	6	0.4	15	-0.1	-4	8
O=C(NCCCN1CCCC1=O)c1ccc2c(=O)n(-c3ccc(F)cc3)c(=S)[nH]c2c1	-8	4	13	-7	0.7	-21	-1.5	-2	19
C=CCOC(=O)C1=C[C@@H](C2CCCCC2)C[C@@H](OCc2ccc(CO)cc2)O1	18	-5	-4	-5	-0.6	19	-1.9	-1	-25
Cc1cccc(C)c1Nc1nnc(SCc2cc([N+](=O)[O-])cc3c2OCOC3)s1	-18	8	13	-1	0.2	-4	0.0	0	5
COc1ccc(CNC(=O)C2CCC(CNc3nc(=S)[nH]c4ccccc34)CC2)cc1 (configuration not stated)	-64	3	3	-1	0.1	67	1.7	32	9
Cc1ccc2c(CSc3nc4nc(C)cc(C)n4n3)cc(=O)oc2c1	15	6	20	4	0.5	11	0.8	-2	-20
Cc1nn(CC(=O)c2ccc(Cl)cc2Cl)c(C)[n+]1N	10	1	1	-1	1.3	14	1.5	-9	-19
NC(=O)C1CCN(C(=O)c2cc3n(n2)C(C(F)(F)F)CC(c2ccco2)N3)CC1 (configuration not stated)	-4	9	18	-2	0.7	1	0.0	2	-1
NS(=O)(=O)c1cc(C(=O)N=Nc2c(O)[nH]c3ccccc23)ccc1Cl	-45	18	26	.	-0.6	26	1.7	5	-16
CCOC(=O)c1c(NC(=O)c2cc3n(n2)C(C(F)(F)F)CC(c2cccs2)N3)sc(C)c1C (configuration not stated)	2	6	-2	-4	0.8	59	2.1	-7[fluorescence artefact?]	2
CCOc1ccc(N(CC(=O)NCc2cccs2)S(=O)(=O)c2c(C)noc2C)cc1	14	19	47	-2	-1.5	26	-2.4	-6	-8

A draw from above in order of molar mass, low to high.
SMILES	EP2 modulator	EP2 antag	PPC-1+TRAIL kill	NPY-Y1 antag	TRPML3 ag	CHOP inh	TRPN1 ag	14-3-3 Bad inh	NPY1 pot ag
Cc1ccc(-n2cnnn2)cc1Cl	-8	13	-18	3	0.7	3	-0.4	-5	-7
Cc1nn(CC(=O)c2ccc(Cl)cc2Cl)c(C)[n+]1N	10	1	1	-1	1.3	14	1.5	-9	-19
Cc1ccc2c(CSc3nc4nc(C)cc(C)n4n3)cc(=O)oc2c1	15	6	20	4	0.5	11	0.8	-2	-20
CCn1cc(CN2CCN(Cc3ccc(OC)c(C)c3C)C(CCO)C2)c(C)n1 (configuration not stated)	-13	7	-8	3	0.3	-18	-0.1	-9	4
CCOC(=O)c1c(NC(=O)c2cc3n(n2)C(C(F)(F)F)CC(c2cccs2)N3)sc(C)c1C (configuration not stated)	2	6	-2	-4	0.8	59	2.1	-7[fluorescence artefact?]	2

Following part.
SMILES	EP2 modulator	EP2 antag	PPC-1+TRAIL kill	NPY-Y1 antag	TRPML3 ag	CHOP inh	TRPN1 ag	14-3-3 Bad inh	NPY1 pot ag
O=C(CN1CCN(Cc2ccccc2Cl)C1=O)NC1CCCCCCC1	7	11	-6	-2	0.3	42	1.4	-9	8
CN1CCN(C(=O)CCc2nc(-c3ccc(Cl)cc3)no2)CC1	-5	5	5	-4	1.7	14	0.5	-11	-11
CCOC(=O)C1=C(Cc2ccc(F)cc2)C(=O)c2ccccc2C1=O	-14	18	0	-2	0.2	108*	0.8	-3	-14
Cn1c(=O)n(/N=C/c2ccccc2)c2ccccc21	36	7	-2	10	0.2	51	1.5	-14	-23
O=C(NCC(=O)N(c1ccc(F)cc1)C(C(=O)NCC1CCCO1)c1ccccc1)c1ccco1 (configuration not stated)	-6	1	-12	1	0.6	25	0.3	9	-14
COc1ccc(OCC(=O)N/N=C/c2ccc(N(C)C)cc2)cc1	-76	6	5	9	-1.0	5	-0.7	-12	-1
COc1ccc(N2CCN(Cc3nc4c(c(=O)[nH]c(=O)n4C)n3CC(C)=O)CC2)cc1	12	8	.	2	0.1	-11	1.0	3[fluorescence artefact?]	-5
O=C(O)c1c(NC(=O)c2cccc3ccccc23)sc2c1CCC2	-22	6	10	3	0.3	-10	-0.5	5	-8
COc1ccc(CN(CCC(c2ccccc2)c2ccc(OC(C)C)cc2)C(=O)CCl)cc1OC (configuration not stated)	53	7	4	7	-0.5	110*	0.2	-8	5
C[C@H](NC(N)=O)C(=O)OCC(=O)Nc1ccc(OC(F)F)cc1	-1	10	23	1	1.1	-10	0.3	1	-1
COc1ccccc1NC(CC(=O)c1ccccc1)C(=O)OCC(=O)c1ccc(Br)cc1 (configuration not stated)	29	3	14	11	-0.3	-23	-1.4	4	2
COc1cc(/C=c2/sc3nc(-c4ccccc4)c(-c4ccccc4)n3c2=O)cc(OC)c1OC	-3	8	18	1	1.1	-20	0.3	4	-6
CSc1ccccc1NC(=O)CN1CCCCC1	24	3	7	-1	0.5	-9	0.1	-10	11
CCc1ccc(S(=O)(=O)Nc2c(C)nn(C)c2C)cc1	-35	9	5	-9	2.9	48	7.6	-1	8
c1ccc(-c2nn[nH]n2)nc1	6	2	-16	.	1.2	-20	1.8	3	-4
O=C(O)/C=C\C(=O)Nc1ccc(OCc2ccccc2)cc1	11	6	16	4	0.9	-38	-0.8	-1	13
CSc1nccc(Oc2cncc(Cl)c2)n1	0	11	9	1	0.2	13	-0.6	-15	-9
Cc1nc(CN2CCC(c3ccccc3)CC2)cc(=O)[nH]1	4	9	21	12	0.8	3	2.5	-11	-27
Cc1ccc(/C(O)=C/C(=O)C(=O)NNC(=O)C(O)(c2ccccc2)c2ccccc2)cc1	33	6	26	8	0.0	85*	0.5	12	-4
CCN(CC(=O)NCc1ccc(F)cc1)CC(O)COCc1cccc(OC)c1 (configuration not stated)	10	14	-5	13	-0.2	4	-0.4	7	-33
Cn1c(=O)c2ncn(CC(=O)N=Nc3c(O)[nH]c4ccccc34)c2n(C)c1=O	-89	9	16	12	0.1	-20	0.8	1	9
N=c1n(Cc2ccccc2)c2ccccc2n1CC(O)COc1ccccc1 (configuration not stated)	-9	5	13	41*	-0.1	41	1.4	10	-29
CC(C)C(c1nnnn1Cc1cccs1)N1CCN(c2ccccc2)CC1 (configuration not stated)	-1	9	-15	1	0.1	10	-0.6	-23	14
COc1cc(NC(=O)c2cc3ccccc3o2)c(OC)cc1Br	18	10	19	11	0.6	53	-0.4	3	-41
COc1cccc(NC(=O)CN(C)CC(=O)NC(C)c2ccccc2)c1 (configuration not stated)	9	8	12	.	-0.3	6	-0.2	0	-9
Cn1nc(C(=O)Nc2ccc(S(=O)(=O)N3CCCCC3)cc2)ccc1=O	0	15	18	-3	0.4	16	2.1	-5	21
CC(C)n1c(=O)[nH][nH]c1=S	-18	10	-4	.	0.7	-2	2.8	-2	-12
COc1ccccc1N1CCN(C(=O)CCN2C(=O)c3cccc4cccc(c34)C2=O)CC1	19	14	9	3	0.6	40	-0.1	-5	8
CCCNc1nc2c(c(=O)[nH]c(=O)n2C)n1CCc1ccccc1	23	9	9	3	0.1	47	-0.2	-4	1
Nn1c(SCC(=O)Nc2ccc3c(c2)OCO3)nnc1C1CC1	2	10	11	-3	-0.7	39	1.9	8	-4

Individual results from the list:
In NPY1 pot ag, COc1ccccc1NC(CC(=O)c1ccccc1)C(=O)OCC(=O)c1ccc(Br)cc1 (configuration not stated) has the entry 2
In NPY-Y1 antag, Cc1ccc(/C(O)=C/C(=O)C(=O)NNC(=O)C(O)(c2ccccc2)c2ccccc2)cc1 has the entry 8
In NPY1 pot ag, O=C(O)c1c(NC(=O)c2cccc3ccccc23)sc2c1CCC2 has the entry -8
In CHOP inh, CSc1nccc(Oc2cncc(Cl)c2)n1 has the entry 13

One compound at a time (already shown). Order of screens: EP2 modulator	EP2 antag	PPC-1+TRAIL kill	NPY-Y1 antag	TRPML3 ag	CHOP inh	TRPN1 ag	14-3-3 Bad inh	NPY1 pot ag
`CSc1nccc(Oc2cncc(Cl)c2)n1` across the screens: 0	11	9	1	0.2	13	-0.6	-15	-9
`O=C(NCC(=O)N(c1ccc(F)cc1)C(C(=O)NCC1CCCO1)c1ccccc1)c1ccco1` (configuration not stated) across the screens: -6	1	-12	1	0.6	25	0.3	9	-14

Compound activity (PubChem)
